From PubChem BioAssay
TGFb inhibitor: qHTS for Inhibitors of TGF-b; HepG2 CAGA-GFP TGF-b/SMAD3 reporter, GFP fluorescence, 18 h; TGF-beta stimulated, 500 pg/mL final; AID 588855, 2011; hit rate 1.2% among 410,000; Potency, µM (titrated, usually from 46.1 µM), for the others: at the top dose activity, negative = inhibition, usual class: inhibitors; further: potency means the concentration at half of the fitted maximal effect; on the % scale 0 is the no-effect control and ±100 the full control effect; nearly all actives have a fitted effect of over 65% in size
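Smad-responsive CAGA-GFP expression was quantified in HEPG2 cells exposed to compounds and 500 pg/mL final TGF-beta for 18 h at 37 degrees C; unstimulated wells defined full inhibition.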
S2 tox: Viability Counterscreen for Primary qHTS for Inhibitors of ATXN expression | S2 cells (HEK-293 line with an ATXN2-luciferase reporter) viability, CellTiter-Fluor protease fluorescence, 24 h | Potency, µM (series often up to 56.7 µM), most hits filed as cytotoxic | hit rate 0.49% among 400,000 | AID 651635, 2014; further: potency means the concentration at half of the fitted maximal effect; nearly all actives have a fitted effect of over 40% in size
Mm-Cpn inhibitor: Inhibitors of TCP-1 ring complex (TRiC) of Methanococcus maripaludis (MmCpn): qHTS | purified Mm-Cpn ATPase, ADP Transcreener TR-FRET | hit rate 0.031% among 330,000 | Potency, µM (top dose mostly 76.9 µM), for inactives: at the highest dose activity, negative = inhibition, hits mostly inhibitors | AID 504842, 2011 | Chaperonin Mm-Cpn (Methanococcus maripaludis); further: potency means the concentration at half of the fitted maximal effect; on the % scale 0 is the no-effect control and ±100 the full control effect; nearly all actives have a fitted effect of over 80% in size
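ATP (10 uM final) was added to archaeal chaperonin (25 nM final) after 10 min exposure to test compound at 37°C; after 30 min further incubation, ADP was detected by competitive TR-FRET.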
CCT modulator: High-Throughput Screening for Modulators of Cytosolic Chaperonin Activity. purified chaperonin ATPase assay, HTRF ADP detection, 30 min. hit rate 0.3% among 360,000. activity change, % (no concentration beside the values), hits read low; in the data active means activity change below about -30%; further: on the % scale 0 is the no-effect control and ±100 the full control effect
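Nucleotide hydrolysis assay: TRiC at 20–40 nM final (set by batch activity) with 10 uM ATP, 30 min at 37 °C, in presence of 76 uM compound. Detection by competitive ADP HTRF, 30 min ambient.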
Nrf2 block: Nrf2 qHTS screen for inhibitors. A549 ARE-Fluc reporter, luciferase luminescence, 18-24 h. Potency, µM (highest dose often 46 µM), without a hit: at the highest dose activity change, negative = inhibition, hits mostly inhibitors. hit rate 2.1% among 360,000; further: potency means the concentration at half of the fitted maximal effect; on the % scale 0 is the no-effect control and ±100 the full control effect; nearly all actives have a fitted effect of over 60% in size
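A549 ARE_Fluc cells (5000/well, 5% FBS OPTI-MEM) pre-incubated 2 h, then treated with compounds 18-24 h at 37C/5% CO2 in concentration-response. CellTiter-Fluor viability read first; BugLite luciferase luminescence after 15 min at room temperature gives Nrf2 activity.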
HepG2 tox: qHTS for Inhibitors of TGF-b: Cytotox Counterscreen; HepG2 CAGA-GFP viability, ATP luminescence, 18 h; Potency, µM (series often up to 46.1 µM), for inactives: top-dose activity change, negative = cytotoxicity, most hits filed as cytotoxic; hit rate 0.76% among 410,000; further: potency means the concentration at half of the fitted maximal effect; some results filed as inactive show a strong effect at the top dose
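HepG2 CAGA-GFP cells (1000/well, DMEM with 1% FBS) received compound, then TGF-beta at 500 pg/mL final, and were incubated 18 hours at 37 degrees C. Viability was read by CellTiter-Glo luminescence. Media-only wells were set as complete cell-killing and DMSO as no toxicity.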
pAkt inh: HTS Assay for Inhibitors of Akt Phophorylation: Primary Screen; Neuro2A IGF-stimulated pAkt S473 HTRF, 20 min; hits give low values; activity change, % for hits at 50 µM; hit rate 0.32% among 360,000; AID 651550, 2012; in the data active means activity change below about -80%; inconclusive means mostly about -51% to -80%; further: on the % scale 0 is the no-effect control and ±100 the full control effect
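Neuro2A cells (4,500/well, DMEM with 0.5% FBS) were treated with compound at a single 50 µM final concentration, stimulated with 6 nM IGF for 20 min at 37 °C, and lysed. Phospho-Akt Ser473 was read by HTRF as 665/615 ratio ×10^4.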
A549 tox: Nrf2 qHTS screen for inhibitors: counterscreen for cytotoxicity | Potency, µM (highest dose often 46 µM), without a hit: at the highest dose activity change, negative = cytotoxicity, actives largely listed as inhibitors | hit rate 0.16% among 390,000 | A549 ARE-Fluc cells, CellTiter-Fluor viability, 18-24 h | AID 504648, 2011; further: potency means the concentration at half of the fitted maximal effect; on the % scale 0 is the no-effect control and ±100 the full control effect
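A549 ARE_Fluc cells in 5% FBS OPTI-MEM were exposed to compounds in concentration-response for 18-24 h at 37 deg C. Viability was read by CellTiter-Fluor fluorescence (Ex 405/Em 525) after 30 min, before the luciferase read.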
Nrf2 activator: qHTS of Nrf2 Activators | AREc32 ARE-luciferase reporter (MCF7-derived line), luminescence, 24 h | hit rate 0.31% among 410,000 | Potency, µM (top dose mostly 46.1 µM), inactives show top-dose activation, hits mostly activators; further: potency means the concentration at half of the fitted maximal effect; % of control where 0% means no effect; nearly all actives have a fitted effect of over 65% in size
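Each well held 1000 AREc32 cells, which were incubated with compound for 24 hr at 37 deg C after overnight attachment, and ARE reporter activity was quantified by firefly luciferase luminescence.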
The depositor's hits bear a star; i = inactive; ? = inconclusive; nt = no result given. Unless noted, the call rests on the fitted dose curve; in most records, active means well fitted curve in the direction sought with a large enough effect; inconclusive means small, poorly fitted or top-dose-only effect, or another doubt; inactive means no such curve, though single readings can be large; an effect the other way counts as inactive or inconclusive.

Structure	HepG2 tox	Nrf2 activator	A549 tox	S2 tox	Nrf2 block	Mm-Cpn inhibitor	TGFb inhibitor	CCT modulator	pAkt inh
COC(=O)Cn1c(Cc2ccccc2)nc2ccccc21	-4%	2.1%	-2%	i	-13%	2%	-11%	1.0	i
C=C1C[C@@]23CCC4[C@@](C)(CCC[C@@]4(C)C(=O)OC)C2CC[C@]1(OC(C)=O)C3 (some centres not stated)	-13%	-0.6%	2%	?	?	1%	?	-0.6	i
Cc1ncc(N=Nc2ccc(F)cc2)c(-c2ccc(Cl)cc2)n1	-6%	-0.6%	11%	?	nt	0%	?	0.0	-118%*
CCCCCC(O)(CCN1CCCCC1)c1ccccc1 (configuration not stated)	-25%	-1.2%	-7%	i	3%	3%	-8%	0.7	i
Cc1ccc(NS(=O)(=O)c2ccc(-c3cc(C)no3)cc2)c(C)c1	-46%	-1.0%	-13%	nt	?	nt	13µM*	nt	nt
CCN=C(N/N=C/c1ccc([N+](=O)[O-])cc1)SC	-18%	0.3%	-10%	i	21%	2%	-15%	-1.2	i
O=C(COc1ccc2ccccc2c1)NNC(=O)c1ccc([N+](=O)[O-])cc1	0%	-0.7%	-2%	i	4%	1%	12%	-1.0	i
COC(=O)c1cccc(NC(=O)c2cccc(-n3cnnn3)c2)c1	-17%	3.9%	nt	i	nt	nt	-18%	-0.2	i
COCC(=O)Nc1cc(C(=O)Nc2ccccc2C)ccc1Cl	-8%	0.3%	1%	i	?	1%	2%	-4.9	i
CCC1=C(OC(=O)N(CC)CC)N2C(=O)OC(=NCC3CC3)[C@]2(C)[C@H]2C1=CC[C@H]1C(=O)N(C)C(=O)[C@H]12	-4%	-0.8%	-5%	i	8%	1%	1%	-0.1	i
CSc1nc(N(C)NC(=O)c2cccc(C)c2)c2ccccc2n1	7%	0.3%	?	?	7%	0%	0%	-1.6	i
CCOC(=O)C1CCN(C(=O)COC(=O)CN(C)S(=O)(=O)c2ccc(NC(C)=O)cc2)CC1	2%	-0.2%	-2%	i	15%	nt	0%	-2.5	i
CCN1C(=O)N(CC)c2cccc3cccc1c23	10%	-0.1%	1%	i	3%	-2%	17%	-1.0	i
O=C(NNc1nc(-c2ccccc2)c2cc(Br)ccc2n1)c1ccc(S(=O)(=O)N2CCOCC2)cc1	-20%	4.0%	-8%	i	?	-2%	-23%	-2.2	i
Cc1ncc(CO)c(/C=N/NC(=O)c2cc(Br)ccc2O)c1O	17%	-0.6%	-13%	i	?	-1%	19%	-4.9	i

Later entries:
Structure	HepG2 tox	Nrf2 activator	A549 tox	S2 tox	Nrf2 block	Mm-Cpn inhibitor	TGFb inhibitor	CCT modulator	pAkt inh
CCOc1ccc2nc(SCC(=O)Nc3cc(C)on3)c(C)cc2c1	3%	0.1%	0%	i	-5%	-3%	2%	-3.2	i
CCN(c1ccccc1)S(=O)(=O)c1ccc2[nH]cc(C(=O)NCCOC)c(=O)c2c1	-12%	-0.3%	7%	i	3%	-4%	0%	-0.4	i
O=C(Nc1cccc(Cl)c1)c1ccc(-n2cncn2)c([N+](=O)[O-])c1	-25%	0.4%	-7%	nt	?	2%	3%	-1.4	nt
Cc1n[nH]c(=S)n1-c1cccc(Cl)c1	-8%	-0.5%	-1%	i	-4%	1%	-34%	-55*	i
O=C(Cn1nc(-c2ccccc2)c2ccccc2c1=O)NCCO	6%	-0.5%	6%	?	1%	0%	12%	0.7	i
CCOP(=O)(OCC)C(NC(=O)Nc1c(C)cc(C)cc1C)c1ccccc1 (configuration not stated)	10%	-0.9%	0%	i	0%	-4%	20%	1.4	i
COc1ccc(C(=O)c2c[nH]cc2-c2ccccc2)cc1	-7%	-1.5%	-2%	i	-2%	-1%	?	0.6	i
O=C(OCC(=O)N1CCOCC1)c1ccc[nH]c1=O	-10%	0.0%	1%	i	3%	-3%	5%	-1.9	i
CCOC(=O)CSc1nc2sc(C)c(C)c2c(=O)[nH]1	-3%	-0.4%	-1%	i	?	?	0%	2.3	i
Cc1ccc(/C=C/C(=O)c2ccccc(=O)c2O)cc1C	-48%	17%	?	?	21µM*	-6%	10µM*	-1.8	i
Cc1ccc(S(=O)(=O)Cc2nc3ccccc3c(=O)[nH]2)cc1	-15%	0.2%	-6%	i	-13%	0%	5%	1.1	i
CN1/C(=C/C(=O)c2ccc(Cl)cc2)Sc2cc3c(cc21)OCO3	13%	3.7%	0%	i	?	-2%	0%	0.3	i
CCOC(=O)c1c(C)nc2sc3c(=O)n(-c4ccc(OC)cc4)cnc3c2c1-c1ccc(OC)cc1	-4%	0.2%	-2%	i	2%	-3%	-2%	-1.3	-111%*
CCCN1C(=O)c2ccc(C(=O)NCc3ccco3)cc2C1=O	-18%	3.7%	-14%	i	14%	0%	-1%	-2.6	i
COc1ccc(NC(=O)c2ccc(NC(=O)CN3CCN(c4ccccc4O)CC3)cc2)cc1	-74%	2.9%	nt	i	nt	nt	?	-22	i

Further records:
Structure	HepG2 tox	Nrf2 activator	A549 tox	S2 tox	Nrf2 block	Mm-Cpn inhibitor	TGFb inhibitor	CCT modulator	pAkt inh
Cc1nc2ccc(Br)cc2c2c1CC(CO)O2 (configuration not stated)	0%	-0.1%	4%	i	-3%	-8%	-1%	0.5	i
COc1ccc(N2CC(C(=O)Nc3cc(C)ccn3)CC2=O)cc1 (configuration not stated)	1%	-0.6%	1%	i	?	1%	1%	-0.1	i
Cc1cc(C)n(C2CC(=O)N(c3ccc(Cl)c(Cl)c3)C2=O)n1 (configuration not stated)	-2%	-0.8%	0%	i	2%	-2%	5%	0.5	i
c1ccc(N2CCN(Cc3cccn3-c3nnc(N4CCN(C5CCCCC5)CC4)s3)CC2)cc1	16%	-0.2%	1%	i	?	nt	0%	nt	nt
CCOC(=O)c1cc(=O)n2nc(-c3ccccc3F)nc2s1	0%	?	-5%	i	-8%	-6%	4%	-0.6	i
CCOC(=O)c1nnn(-c2nc(N3CCCC3)nc(N3CCCC3)n2)c1-c1ccccc1	-5%	0.0%	nt	i	-43%	1%	-2%	-2.1	i
CCCc1cc(=O)n2[nH]c(NCc3ccccc3F)nc2n1	-24%	-0.6%	-4%	i	4%	2%	-1%	-0.9	i
Cc1cccc(OCCCC(=O)NNC(=O)c2ccc(F)cc2)c1	-1%	-0.8%	-2%	i	14%	-2%	0%	-2.7	i
CCc1ccc(NC(=O)C(=O)NCCc2sc3nc(-c4ccc(OC)cc4)nn3c2C)cc1	-4%	0.1%	-1%	nt	nt	nt	19%	nt	nt
O=C1CC(c2ccc(F)cc2)CC(O)=C1C=NCCN1CCNCC1 (configuration not stated)	7%	0.1%	0%	i	-2%	nt	5%	0.1	i
C/C(=N\OCC(=O)OC(C)C(=O)Nc1ccc(C(N)=O)cc1)c1ccc2c(c1)OCO2 (configuration not stated)	-34%	-0.2%	1%	i	-1%	-2%	-6%	-0.8	i
NC(=O)c1ccccc1OCc1nnc(-c2ccccc2Br)o1	-6%	3.9%	6%	i	?	2%	0%	0.5	i
CCN(CC(=O)Nc1ccc(OC)cc1)C(=O)CCS(=O)(=O)c1ccc(C)cc1	15%	-0.9%	-9%	i	-2%	-4%	?	0.5	i
Nc1ncnc(Sc2ccccc2)c1[N+](=O)[O-]	7%	0.0%	1%	i	3%	0%	-26%	-1.2	i
COc1cc(C(=O)OCC(=O)NC2CCS(=O)(=O)C2)c([N+](=O)[O-])cc1OC (configuration not stated)	1%	0.0%	3%	i	-9%	0%	7%	-3.5	i

2 entries drawn at random from the list so far:
Structure	HepG2 tox	Nrf2 activator	A549 tox	S2 tox	Nrf2 block	Mm-Cpn inhibitor	TGFb inhibitor	CCT modulator	pAkt inh
Cc1ccc(NS(=O)(=O)c2ccc(-c3cc(C)no3)cc2)c(C)c1	-46%	-1.0%	-13%	nt	?	nt	13µM*	nt	nt
Nc1ncnc(Sc2ccccc2)c1[N+](=O)[O-]	7%	0.0%	1%	i	3%	0%	-26%	-1.2	i

The results go on:
Structure	HepG2 tox	Nrf2 activator	A549 tox	S2 tox	Nrf2 block	Mm-Cpn inhibitor	TGFb inhibitor	CCT modulator	pAkt inh
CCN(CC)c1ccc2c(C)c(CN3CCOCC3)c(=O)oc2c1	-31%	-0.9%	?	nt	5%	?	-4%	-0.8	i
CC(C)CC(=O)Nc1nnc2n1CCS2	-2%	-1.0%	-8%	i	nt	nt	4%	nt	nt
CC/C(=N\NC(=O)C1CCCC1)c1ccc(Br)cc1	-7%	0.6%	1%	i	17%	-1%	-1%	1.2	i
CC1CCCC(C)N1C(=O)Cn1c(SCC(=O)NCc2ccc3c(c2)OCO3)nc2ccccc21 (configuration not stated)	21%	-0.4%	-1%	i	10%	0%	-4%	0.0	nt
N#Cc1ccc(CN2CCN(C(=O)CNS(=O)(=O)c3ccc4c(c3)OCCCO4)CC2)cc1	-52%	0.1%	5%	i	?	1%	-14%	0.1	i
Cc1csc2nc(CSc3nc4ccccc4o3)c(Br)n12	-48%	21%	0%	i	28%	3%	5%	-1.0	i
Cn1cncc1C#Cc1ccc2cc(C(C)(C)O)oc(=O)c2c1	-19%	5.1%	0%	i	7%	-1%	2%	0.8	i
Cc1c(NC(=O)c2cccs2)cccc1NC(=O)c1cccs1	-12%	4.5%	-3%	i	-14%	-1%	-14%	-1.0	i
CCOC(=O)c1ccc(NC(=O)CN2C(=O)NC3(CCCCCCC3)C2=O)cc1	4%	-0.1%	-3%	i	-4%	0%	-2%	1.0	i
CCCCC(=O)N1CCCC(C(=O)OCC)C1 (configuration not stated)	5%	-0.6%	2%	i	9%	2%	2%	2.3	i
COCCN(C(=O)COC(=O)CCc1c[nH]c2ccccc12)c1c(N)n(Cc2ccccc2)c(=O)[nH]c1=O	1%	0.3%	0%	i	-15%	0%	2%	0.8	i
